Screening results (PubChem)
OXTR agonist – human OXTR agonists, primary screen, fluorescence, CHO-OTR cells, Fluo-8 calcium; activation, % at 3 µM; AID 2435, 2010; Fluo-8 calcium fluorescence; normalized: DMSO 0%, oxytocin 100%; hit rate 0.32% among 320,000; Oxytocin receptor (Homo sapiens), P30559;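 active = activation above the mean of all tested compounds plus 3 SD, cutoff set per screening run, cut at about 20% in these data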;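 also: peak over basal fluorescence ratio from a 100 s FLIPR kinetic read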
CHO parental Ca – ATP-evoked calcium signal inhibitors, parental CHO, primary screen, counter-screen for OX1R antagonist project, cell-based, fluorescence, Fluo-8 calcium dye. parental CHO-K1, ATP-induced calcium, Fluo-8 fluorescence. inhibition, % at 5.6 µM. hit rate 0.63% among 330,000. AID 463079, 2010;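 active = inhibition above that plate's mean sample inhibition plus 3 SD, cut at about 26% in these data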;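 also: 0% = ATP-challenged DMSO wells and 100% = DMSO wells without ATP; some compounds past the cut are filed as inactive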
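Measured by: calcium-sensitive Fluo-8 fluorescence / Test system: CHO parental line / Controls: ATP-challenged DMSO wells low, unchallenged DMSO wells high / Measure: % inhibition / Compound: single nominal dose of 5.6 µM per compound / Replicates: single well per compound, no replicates / Reagent: ATP as calcium-mobilizing challenge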
OXTR potentiate – human OXTR potentiators, primary screen, fluorescence, CHO-OTR cells, Fluo-8 calcium. Oxytocin receptor (Homo sapiens), P30559. Fluo-8 calcium fluorescence, potentiator mode; 0% = oxytocin EC15, 100% = EC100. activation, % at 3 µM. hit rate 0.061% among 320,000;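 active = activation above that plate's cutoff, the mean activation of tested compounds plus 3 SD, cut at about 6.6% in these data, passing the limit was not always enough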;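 also: 100% uses oxytocin at 75 nM as the full agonist control; some results filed as inactive read as strong as hits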
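Assay system: CHO cell line stably expressing human OTR | Also added: Oxytocin at about EC15, sub-maximal agonist stimulus | Times: Compound 6 min at room temperature before oxytocin, 100 s read | Measured by: Fluo-8 intracellular calcium fluorescence, ex 470-495, em 515-575 nm | Controls: EC15 oxytocin alone as 0%, 75 nM oxytocin as 100%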
M1 PAM – human M1 muscarinic receptor positive allosteric modulators, primary screen, CHO-K1 cells, Fluo-8 calcium fluorescence, 1536-well | activation, % at 3 µM | hit rate 0.088% among 360,000 | Muscarinic acetylcholine receptor M1 (Homo sapiens), P11229 | CHO-K1 hM1, ACh EC20; 0% = ACh EC20, 100% = maximal ACh; in the data active = activation above about 19%, passing the limit was not always enough
TAAR1 agonist – human TAAR1 agonists, primary screen, Fluo-8 calcium fluorescence, CHO RD-HGA16 cells; Trace amine-associated receptor 1 (Homo sapiens), Q96RJ0; activation, % at 3 µM; hit rate 0.99% among 360,000; AID 624467, 2012; vehicle wells 0%, saturating PEA agonist 100%;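 active = activation above the mean activation of all test compounds in the run plus 3 SD, cut at about 38% in these data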
Target sequence (Q96RJ0 whole entry, looked up): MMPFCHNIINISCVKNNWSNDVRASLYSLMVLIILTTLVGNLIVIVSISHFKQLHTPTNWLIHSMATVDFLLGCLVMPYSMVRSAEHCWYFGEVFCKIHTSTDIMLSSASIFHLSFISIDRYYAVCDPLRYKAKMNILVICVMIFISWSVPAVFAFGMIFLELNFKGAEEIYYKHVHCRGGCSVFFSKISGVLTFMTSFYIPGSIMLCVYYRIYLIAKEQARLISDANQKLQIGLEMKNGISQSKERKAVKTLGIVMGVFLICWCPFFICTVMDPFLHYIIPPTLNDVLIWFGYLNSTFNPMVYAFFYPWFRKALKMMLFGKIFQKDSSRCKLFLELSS
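Assay system: CHO-derived RD-HGA16 cells with stable Gα16 and human TAAR1; timing: 17-24 h seeding, 75 min 37 °C dye, 30 min RT; read-out: % activation from peak over basal fluorescence ratio, DMSO-to-PEA scaled; measured by: kinetic Fluo-8 calcium fluorescence; benchmarks: low control DMSO, high control PEA (EC100); doses: 3 µM single concentration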
M1 ag – human M1 muscarinic receptor agonists, primary screen, Fluo-8 calcium fluorescence, CHO-K1 cells, HTS. Muscarinic acetylcholine receptor M1 (Homo sapiens), P11229. CHO-K1 hM1, agonist mode; 0% DMSO, 100% acetylcholine EC100. activation, % at 3 µM. hit rate 0.33% among 360,000. AID 588814, 2011;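 active = activation above the run's mean compound activation plus 3 SD, cut at about 16% in these data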;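 also: peak over basal fluorescence ratio within a 140 s kinetic read after compound addition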
V1aR counter – agonists of human V1a receptor, primary screen, counter-screen for OXTR agonist project, fluorescence, CHO-V1R cells | Vasopressin V1a receptor (Homo sapiens), P37288 | Fluo-8 calcium fluorescence, agonist mode; 0% DMSO, 100% 3 nM vasopressin | hit rate 0.25% among 320,000 | activation, % at 3 µM;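 active = activation above the mean activation of all tested compounds plus 3 SD, per screening run, cut at about 20% in these data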;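 also: signal is peak over basal fluorescence ratio across a 100 second FLIPR read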
Target sequence (P37288 whole entry, looked up): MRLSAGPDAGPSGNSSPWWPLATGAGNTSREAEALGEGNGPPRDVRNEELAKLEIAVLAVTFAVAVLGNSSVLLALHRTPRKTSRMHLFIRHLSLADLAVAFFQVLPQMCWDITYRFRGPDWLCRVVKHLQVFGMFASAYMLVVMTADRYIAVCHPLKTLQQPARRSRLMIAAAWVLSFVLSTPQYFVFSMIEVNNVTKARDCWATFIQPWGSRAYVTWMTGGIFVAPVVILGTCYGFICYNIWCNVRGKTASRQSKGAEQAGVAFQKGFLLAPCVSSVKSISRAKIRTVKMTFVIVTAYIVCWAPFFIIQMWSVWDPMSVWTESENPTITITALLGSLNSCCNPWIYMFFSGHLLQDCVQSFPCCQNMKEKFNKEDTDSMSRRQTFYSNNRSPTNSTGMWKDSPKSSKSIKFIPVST
TAAR1 antagonist – human TAAR1 antagonists, primary screen, Fluo-8 calcium fluorescence, CHO RD-HGA16 cells | Trace amine-associated receptor 1 (Homo sapiens), Q96RJ0 | antagonist | inhibition, % at 3 µM | hit rate 1.5% among 360,000 | AID 624466, 2012;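 active = inhibition above a per-plate cutoff, the mean inhibition of test compounds on that plate plus 3 SD, cut at about 49% in these data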;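 also: 0% = DMSO plus EC80 beta-PEA response and 100% = DMSO alone without agonist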
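Assay system: CHO-derived RD-HGA16 cells stably expressing human TAAR1 plus Gα16. Timing: 140 s kinetic read after compound, 140 s after agonist. Technique: kinetic Fluo-8 calcium fluorescence measurement. Measure: % inhibition of agonist calcium response.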
CHRM1 antagonist – human M1 muscarinic receptor antagonists, primary screen, CHO-K1 cells, Fluo-8 calcium fluorescence, 1536-well | Muscarinic acetylcholine receptor M1 (Homo sapiens), P11229 | hit rate 1.3% among 360,000 | CHO-K1 hM1, ACh EC80 antagonist | inhibition, % at 3 µM | AID 588852, 2011;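 active = percent inhibition above its own plate's cutoff, namely the mean of that plate's compound wells plus 3 SD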;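 also: peak over basal fluorescence ratio during 140 s after agonist addition; 0% = ACh EC80 plus DMSO and 100% = DMSO alone without agonist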
Numbers without * were called inactive; . = not tested or not shown.

SMILES	OXTR agonist	CHO parental Ca	OXTR potentiate	M1 PAM	TAAR1 agonist	M1 ag	V1aR counter	TAAR1 antagonist	CHRM1 antagonist
O=C(Nc1cc(F)ccc1F)C1CCCO1 (configuration not stated)	-0.2	1	-1	7	10	-5	2.5	15	-9
CCOC(=O)c1cccc(Nc2nc(-c3cccnc3)nc3ccccc23)c1	-1.3	-19	-6	-13	18	-3	-0.2	41	9
COc1cccc(NS(=O)(=O)c2ccc3c(c2)CCN3C(C)=O)c1	20*	5	-22	-14	4	-6	14	7	20
CC(=O)Nc1ccc(S(=O)(=O)NC2=C(N3CCN(C)CC3)C(=O)c3ccccc3C2=O)cc1	0.5	-8	-5	18	2	-5	0.6	-11	-18
CCN(CC)c1ccc(NS(=O)(=O)c2ccc3c(c2)oc(=O)n3C)c(C)c1	0.5	-13	-7	-4	2	0	5.4	-29	3
COc1ccccc1N1CCN(C(=O)CSc2nnnn2C2CC2)CC1	.	.	.	3	3	-2	.	-13	-10
CC(C)c1nnc(SCC(=O)NCCC2=CCCCC2)n1N	-0.7	-9	-1	0	2	-6	-0.6	6	-1
Cc1cc(-c2ccccc2)n(-c2ccc(C(=O)NC(C)C)cc2)n1	-0.4	-10	-10	8	-1	-4	0.0	11	-14
O=C(NCc1ccccc1)c1cc(S(=O)(=O)N2CCCCC2)ccc1N1CCOCC1	-0.6	-13	-1	5	1	-8	0.1	5	-11
Cc1ccc(C(C)C)c(OCC(=O)Nc2ccc3c(c2)nc(CCN2CCCCC2)n3C)c1	3.2	-32	-11	-19	11	-5	1.6	-15	29
O=C(NCCCN1CCc2ccccc2C1)C1CCN(S(=O)(=O)N2CCC3(CC2)OCCO3)CC1	0.6	-10	-4	-10	8	-16	0.9	-13	10
N#Cc1ccc(C(=O)OCC(=O)Nc2cccc(S(=O)(=O)N3CCCCC3)c2)cc1	15	-12	-12	-3	20	2	11	9	8
COc1cc(/C=C/C(=O)O)cc(S(=O)(=O)Nc2ccccc2C(=O)NCCc2ccccc2)c1OC	-0.1	-11	-3	4	28	1	-0.7	-11	2
Cn1c([N+](=O)[O-])cnc1N1CCN(c2nncs2)C1=O	0.0	-1	-6	8	0	-4	0.9	-7	-6
O=C(CN(CC1CCCO1)C(=O)CCC(=O)Nc1ccccn1)NCC1CCCO1 (configuration not stated)	0.5	9	-12	-4	4	-1	0.5	-18	-2
COc1ccc(-n2c(=O)c(CCC(=O)N3CCC(C)CC3)nc3ccccc32)cc1	-0.8	-20	-1	8	-1	-6	-0.1	9	-4
O=C(NNc1ncnc2c1cnn2-c1ccccc1)c1cccs1	1.1	-6	-12	8	2	1	0.3	-6	-14
COc1ccc(NC(=O)C(CC(=O)O)Cc2ccc(Cl)cc2)cc1 (configuration not stated)	1.2	-8	0	-2	2	0	0.5	-14	-1
Cc1nc2cc(C(=O)N3CCN(C)CC3)ccc2n1C	.	.	.	2	2	-3	.	-16	-7
CCc1cccc(C)c1NC(=S)NCc1cccn1C	-2.2	-18	-1	7	3	-7	-0.5	-32	-12
CCN(CC)CCN(C(=O)C1=COCCO1)c1nc2ccc(C)cc2s1	-0.5	-21	-4	13	4	1	-0.4	-9	0
CC(=O)Cn1nnc2sc3c(c2c1=O)CCC(C(C)(C)C)C3 (configuration not stated)	-1.9	-21	-2	8	15	-2	-1.4	-28	-8
CCOC(=O)c1c(C)c(C(=O)NC2CCCCC2)c(C)n1CC	.	.	.	7	6	-6	.	-19	-9
COc1ccc(N=Nc2nc3ccc(Br)cc3n2C)cc1	6.5	-14	-12	-3	15	17*	13	-4	8
CC(NC(=O)c1cc2ccccc2oc1=O)c1ccccc1 (configuration not stated)	0.2	-2	-4	0	8	-1	2.2	-16	3

Single records (already shown). Order of values: OXTR agonist | CHO parental Ca | OXTR potentiate | M1 PAM | TAAR1 agonist | M1 ag | V1aR counter | TAAR1 antagonist | CHRM1 antagonist
CCN(CC)CCN(C(=O)C1=COCCO1)c1nc2ccc(C)cc2s1 is entered as -0.5 | -21 | -4 | 13 | 4 | 1 | -0.4 | -9 | 0
COc1cc(/C=C/C(=O)O)cc(S(=O)(=O)Nc2ccccc2C(=O)NCCc2ccccc2)c1OC is entered as -0.1 | -11 | -3 | 4 | 28 | 1 | -0.7 | -11 | 2

Some of these compounds in order of molecular weight, highest first:
SMILES	OXTR agonist	CHO parental Ca	OXTR potentiate	M1 PAM	TAAR1 agonist	M1 ag	V1aR counter	TAAR1 antagonist	CHRM1 antagonist
COc1cc(/C=C/C(=O)O)cc(S(=O)(=O)Nc2ccccc2C(=O)NCCc2ccccc2)c1OC	-0.1	-11	-3	4	28	1	-0.7	-11	2
Cn1c([N+](=O)[O-])cnc1N1CCN(c2nncs2)C1=O	0.0	-1	-6	8	0	-4	0.9	-7	-6
CC(NC(=O)c1cc2ccccc2oc1=O)c1ccccc1 (configuration not stated)	0.2	-2	-4	0	8	-1	2.2	-16	3

Returning to the listing; the four compounds before the break are reprinted first.
SMILES	OXTR agonist	CHO parental Ca	OXTR potentiate	M1 PAM	TAAR1 agonist	M1 ag	V1aR counter	TAAR1 antagonist	CHRM1 antagonist
CC(=O)Cn1nnc2sc3c(c2c1=O)CCC(C(C)(C)C)C3 (configuration not stated)	-1.9	-21	-2	8	15	-2	-1.4	-28	-8
CCOC(=O)c1c(C)c(C(=O)NC2CCCCC2)c(C)n1CC	.	.	.	7	6	-6	.	-19	-9
COc1ccc(N=Nc2nc3ccc(Br)cc3n2C)cc1	6.5	-14	-12	-3	15	17*	13	-4	8
CC(NC(=O)c1cc2ccccc2oc1=O)c1ccccc1 (configuration not stated)	0.2	-2	-4	0	8	-1	2.2	-16	3
O=C(O)c1ccccc1C(=O)Nc1ccc(S(=O)(=O)N2CCCC2)cc1	1.7	3	1	6	3	-4	2.0	-24	-9
COc1ccc(-c2sc3cc(OC)c(OC)cc3c2C#CC2(O)CCCCC2)cc1	-0.8	-39	-5	3	4	-7	0.3	3	-7
CCCSCCCNC(=O)CC1Oc2ccccc2NC1=O (configuration not stated)	-1.8	-17	0	1	-2	-7	-0.5	-20	-9
NC(=O)c1ccsc1NC(=O)c1nc(-c2ccccc2)n(-c2ccccc2)n1	-2.2	0	-8	-10	9	-1	-1.4	43	21
COc1ccccc1CN(C)C(=O)c1ccc(S(=O)(=O)NCc2ccco2)cc1	3.7	-9	1	-4	10	-1	4.2	2	2
Nc1nc2ccccc2n1/N=C/c1cccnc1	-0.5	-3	-4	6	2	-4	0.4	-10	-33
CCn1cc(CN2CCC(n3nccc3NC(=O)CCCc3ccccc3)CC2)c(C)n1	-1.1	-13	-15	-5	0	-4	0.9	-5	10
COC(=O)c1ccc(C(=O)OC)c(NC(=O)/C=C/C(=O)O)c1	0.6	-6	1	3	0	-2	0.7	-30	1
O=C1C(=C(I)I)c2ccccc2-c2ccccc21	.	.	.	6	3	-1	.	7	9
CCc1noc(C)c1C(=O)N1CCCC(C(=O)c2cc(F)ccc2F)C1 (configuration not stated)	-0.3	-10	0	2	2	-5	-0.4	-9	-6
Cc1ccc(C(=O)NNC(=O)c2ccc(C)cc2)cc1	-1.2	6	-3	5	4	0	0.5	-15	-3
O=C(COC(=O)C1CCN(S(=O)(=O)c2cccs2)CC1)Nc1ccccc1Br	7.3	-13	-11	1	8	-3	6.0	7	-6
COc1ccc(CC(=O)O/N=C(\N)Cc2cccc3ccccc23)cc1	2.3	-12	-4	4	29	-8	1.2	11	3
O=C(NN=C1CCCC1)c1cccc(O)c1	-0.6	-6	-5	9	2	3	0.5	-11	0
CCS(=O)(=O)N1CCN(Cc2nc3ccccc3c(=O)[nH]2)CC1	0.7	-1	-4	2	3	-1	0.1	-24	2
S=C(NC1CCCCC1)N1CCc2[nH]c3ccccc3c2C1	-1.9	-15	-3	7	1	1	0.7	5	-12
Cc1nn(-c2ccccc2)c(Cl)c1/C=N/NC(=O)CNc1n[nH]c(=O)[nH]c1=O	1.6	-14	3	.	4	.	0.8	21	.
COc1cc(OC)cc(-c2cc3nc(C)c(CCC(=O)O)c(C)n3n2)c1	-1.3	-7	-1	5	2	2	-0.1	-5	-8
CNC(=O)CN(Cc1ccccc1)S(=O)(=O)c1ccc(Cl)cc1	-1.7	-16	-1	5	0	-3	-1.5	-2	-4
C#Cc1ccc([C@@H]2C=C(C(=O)NC3CC3)O[C@H](OCc3ccc(CO)cc3)C2)cc1	-1.5	-12	-6	-3	2	-5	4.0	19	3
COc1ccc(-n2nc(C(=O)NCC(=O)NCCc3ccc(OC)c(OC)c3)c3ccccc3c2=O)cc1	-1.2	-38	3	1	20	-3	-0.7	38	0
COc1ccc(CN(Cc2cc3cc(OC)c(OC)cc3[nH]c2=O)C(=O)NC2CCCCC2)cc1	0.4	-10	1	5	-1	-3	0.2	13	-6
CC(=O)N1CCN=C1SCc1ccccc1F	0.9	-5	-1	2	0	-3	-0.8	-21	-7
CC(C)CCN1CCN(Cc2cccn2-c2nccs2)CC1CCO (configuration not stated)	-0.3	10	-5	0	1	-11	-0.2	-5	9
O=C(NN=Cc1cc(Br)c(O)c(Br)c1)c1ccccc1NS(=O)(=O)c1cccs1	1.0	5	3	2	1	2	2.3	4	-4
CCc1ccc(Cc2cnc(NC(=O)C3=NCCN3)s2)cc1	2.8	-12	-15	14	3	-2	4.0	4	-14

Entries above printed as active in M1 ag:
mol,OXTR potentiate,M1 PAM,M1 ag,TAAR1 antagonist,CHRM1 antagonist
COc1ccc(N=Nc2nc3ccc(Br)cc3n2C)cc1,-12,-3,17*,-4,8
